FBW7 activator = FBW7 E3 ligase activators, primary screen, biochemical, AlphaScreen, human; normalized activity (activation), % at 26.1 µM; F-box/WD repeat-containing protein 7 (Homo sapiens), Q969H0; AlphaScreen FBW7–phospho-cyclin E peptide binding, activator screen; hit rate 0.13% among 650,000; AID 1259310, 2017; in the data active = normalized activity above about 1.9%;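 note: purified mutant Fbw7 with reduced substrate affinity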
TEAD-YAP block = TEAD-YAP interaction inhibition, primary screen, TEAD-YAP interaction inhibitor project, luminescence, HEK-TIYL cells; AID 1259422, 2018; inhibition, % at 9.12 µM; hit rate 1.4% among 640,000; TEAD-Gal4/YAP UAS-luciferase luminescence; in the data active = inhibition above about 32%;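 note: 0% = median of test compound wells and 100% = reference inhibitor wells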
MITF primary = MITF inhibitors, primary screen, biochemical, AlphaScreen, human. AlphaScreen MITF homodimerization, bead proximity signal. hit rate 0.91% among 650,000. inhibition, % at 2.6 µM. Microphthalmia-associated transcription factor (Homo sapiens), O75030; in the data active = inhibition above about 50%;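 note: 0% = vehicle wells with protein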
Target sequence (O75030 whole entry, looked up): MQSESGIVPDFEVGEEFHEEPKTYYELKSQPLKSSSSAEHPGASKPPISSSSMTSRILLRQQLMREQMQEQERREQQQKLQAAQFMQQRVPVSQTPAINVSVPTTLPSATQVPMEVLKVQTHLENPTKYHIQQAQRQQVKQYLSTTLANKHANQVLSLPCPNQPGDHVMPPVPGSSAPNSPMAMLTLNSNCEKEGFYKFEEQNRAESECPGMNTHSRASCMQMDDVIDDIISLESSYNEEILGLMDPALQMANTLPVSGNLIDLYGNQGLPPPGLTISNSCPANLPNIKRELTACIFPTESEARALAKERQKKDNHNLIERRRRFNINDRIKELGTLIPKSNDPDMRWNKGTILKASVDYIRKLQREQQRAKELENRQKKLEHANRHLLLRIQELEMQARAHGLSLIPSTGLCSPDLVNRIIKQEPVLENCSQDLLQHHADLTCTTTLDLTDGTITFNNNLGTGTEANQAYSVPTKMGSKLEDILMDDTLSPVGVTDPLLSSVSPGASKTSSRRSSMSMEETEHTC
GPR151 ag = activators of human GPR151, primary screen, cell-based, PathHunter beta-arrestin, luminescence | hit rate 1% among 650,000 | activation, % at 11.2 µM | PathHunter beta-arrestin GPR151 cells | G-protein coupled receptor 151 (Homo sapiens), Q8TDV0 | AID 1508602, 2020; in the data active = activation above about 4.9%;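 note: 0% = median of compound wells and 100% = cells with positive control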
Target sequence (Q8TDV0 whole entry, looked up): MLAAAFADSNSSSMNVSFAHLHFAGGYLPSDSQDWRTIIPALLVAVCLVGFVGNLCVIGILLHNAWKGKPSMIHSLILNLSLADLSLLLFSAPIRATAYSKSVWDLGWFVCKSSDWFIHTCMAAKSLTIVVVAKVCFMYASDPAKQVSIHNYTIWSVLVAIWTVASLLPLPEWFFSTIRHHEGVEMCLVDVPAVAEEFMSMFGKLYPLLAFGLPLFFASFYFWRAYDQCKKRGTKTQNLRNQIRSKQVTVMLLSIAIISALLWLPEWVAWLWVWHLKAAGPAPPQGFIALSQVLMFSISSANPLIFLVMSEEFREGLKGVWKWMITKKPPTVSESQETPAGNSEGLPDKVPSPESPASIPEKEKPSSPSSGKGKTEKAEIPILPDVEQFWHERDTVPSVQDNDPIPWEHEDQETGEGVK
An asterisk follows results filed as active. Compounds were not picked by outcome, and some 3.5% of all compounds hit somewhere here.

SMILES | FBW7 activator | TEAD-YAP block | MITF primary | GPR151 ag
COc1cccc(C2C3=C(CC(C)(C)CC3=O)OC(N)=C2[N+](=O)[O-])c1 (stereo not given) | -0.1 | 0 | 9 | 0.4
O=C1CC(N2CCN(c3ccccc3Cl)CC2)C(=O)N1c1cccc(Cl)c1 (stereo not given) | 0.1 | 4 | -19 | 0.8
CC(C)=CC(=O)OCC(=O)Nc1ccccc1C#N | -0.2 | 1 | 0 | 2.7
CCOC(=O)c1c(NC(C)=O)sc(Cl)c1-c1ccccc1 | 0.0 | 2 | -21 | 1.5
CCOc1nc(C)ccc1-c1noc(-c2cccc(OC)c2)n1 | 0.0 | -22 | 1 | 0.0
OCCC1CN(Cc2cc3ccccc3[nH]2)CCN1CC1CCCCC1 (stereo not given) | 0.1 | -9 | 5 | -0.2
O=C1NC2(CCN(Cc3ccc(Br)s3)CC2)Oc2ccccc21 | -0.1 | -3 | -2 | 0.8
Cc1c(Cl)cccc1NC(=O)c1cc2c(=O)n3ccccc3nc2s1 | 0.0 | 4 | 3 | 0.0
Cc1cccc(NC(=O)CN2C(=O)c3ccccc3S2(=O)=O)c1C | 0.0 | -4 | -11 | -1.3
COc1cccc(CSc2nc(C)c(CC(=O)N3CCN(c4ccccc4Cl)CC3)c(=O)[nH]2)c1 | 0.0 | -8 | 1 | -1.6
CC(=O)NC(CC(=O)OCC(=O)Nc1ccc(F)c([N+](=O)[O-])c1)c1ccccc1 (stereo not given) | -0.1 | 1 | 2 | 1.0
Cc1ccc(OCC(=O)Nc2cc(Cl)ccc2O)cc1C | -0.1 | -9 | 1 | 1.7
Cc1ccc(-c2c(C(=O)NC3CCCCNC3=O)oc(=O)c3ccccc23)cc1 (stereo not given) | -0.1 | -4 | 3 | 1.2
O=C1CSC(c2cc3c(cc2[N+](=O)[O-])OCO3)N1C1CCCCC1 (stereo not given) | -0.3 | 8 | -7 | 0.6
O=C(O)c1cc(NCc2cccc(Cl)c2)ccc1N1CCOCC1 | 0.0 | -4 | -3 | -0.4
O=C1CCc2cc(S(=O)(=O)N3CCC(C(=O)Nc4cccc(F)c4)CC3)ccc2N1 | -0.2 | -18 | -9 | 1.6
CC(=O)Nc1ccc(C(=O)CSc2nc3ccccc3c(=O)[nH]2)cc1 | -0.2 | 15 | 1 | -1.9
Cc1c(NC(=O)COc2ccc(Br)cc2)cccc1-c1nc2ncccc2o1 | 0.1 | -8 | 1 | -0.4
O=C(Nc1ccc(Oc2ccc(Cl)cc2)cc1)c1cc2cc([N+](=O)[O-])ccc2oc1=O | -0.1 | 5 | 1 | 0.6
CN(C)S(=O)(=O)N1CCc2ccccc21 | -0.3 | -14 | -6 | 1.2
COc1ccc(NC(=O)NN2CCN(C)CC2)c(OC)c1 | -0.1 | -3 | -4 | 0.3
CCn1c(/C(C#N)=C/c2ccc(C(=O)OC)cc2)nc2ccccc21 | 0.1 | 0 | 8 | 0.5
O=C(Nc1cccc(Cl)c1)c1cc2nc(-c3ccc4c(c3)OCO4)cc(C(F)(F)F)n2n1 | 0.1 | 9 | 3 | -0.2
O=c1[nH][nH]c(=S)n1Cc1ccccc1 | 0.8 | 4 | 4 | -1.3

Looked up one by one from the list above:
SMILES | FBW7 activator | TEAD-YAP block | MITF primary | GPR151 ag
Cc1c(NC(=O)COc2ccc(Br)cc2)cccc1-c1nc2ncccc2o1 | 0.1 | -8 | 1 | -0.4
O=C(Nc1ccc(Oc2ccc(Cl)cc2)cc1)c1cc2cc([N+](=O)[O-])ccc2oc1=O | -0.1 | 5 | 1 | 0.6
CC(=O)Nc1ccc(C(=O)CSc2nc3ccccc3c(=O)[nH]2)cc1 | -0.2 | 15 | 1 | -1.9
CCn1c(/C(C#N)=C/c2ccc(C(=O)OC)cc2)nc2ccccc21 | 0.1 | 0 | 8 | 0.5

The results go on.
SMILES | FBW7 activator | TEAD-YAP block | MITF primary | GPR151 ag
Cc1cnc(NC(=O)CSc2nnc(COc3ccccc3Cl)n2C)s1 | 0.1 | -1 | -5 | 0.1
O=C1CN(C(=O)COC(=O)c2ccccc2N/C=C/C(=O)C(F)(F)F)c2ccccc2N1 | 0.2 | 9 | 7 | -1.7
CC(=O)CCc1ccc(OC(C)C(=O)Nc2ccc(Cl)cc2)cc1 (stereo not given) | 0.1 | -1 | -18 | 2.1
CCCc1cc(=O)n2[nH]c(C)c(-c3cccs3)c2n1 | 0.5 | -8 | 10 | -0.4
Fc1ccc(N2CCN(Cc3nc(-c4ccccc4)no3)CC2)cc1 | -0.2 | 9 | 13 | -2.1
Cc1ccc(Cc2cnc(NC(=O)COc3cccc(C(F)(F)F)c3)s2)cc1 | 0.2 | -3 | -9 | -1.6
O=C(C1CCCN(c2nnc(N3CCCC3=O)s2)C1)N1CCOCC1 (stereo not given) | -0.5 | -22 | -3 | 1.1
COCCn1c(SCC(=O)Nc2cccc(NC(C)=O)c2)nc2c(c1=O)SCC2 | 0.0 | -14 | -4 | 2.1
COc1ccc2c(c1)-c1c(sn(-c3ccccc3C)c1=S)C(C)(C)N2 | -0.6 | 3 | 12 | 2.6
Cc1ccccc1-n1nc2c(c1NC(=O)COc1ccc(Cl)cc1)CS(=O)C2 (stereo not given) | 0.0 | -4 | 0 | -0.6
COc1ccccc1/C=C/CN1CCNC(=O)C1CC(=O)NCc1ncccc1C (stereo not given) | -0.2 | 9 | -6 | -0.2
Cc1cccn2cc(CNS(=O)(=O)c3cc(Cl)ccc3Cl)nc12 | -0.1 | 0 | -8 | -0.4
CCOC(=O)c1c(-c2ccc(OC)c(OC)c2)csc1NC(=O)CN1CCCCC1 | 0.2 | 9 | 12 | 3.3
CCCCCOC(=O)C1=C(C)NC(=S)NC1c1cc(OC)ccc1OC (stereo not given) | 0.0 | 3 | 9 | 1.4
COc1ccc(C=C2C(=O)c3ccccc3C2=O)cc1 | -0.1 | -2 | -9 | -0.7
O=C(NC1CCN(Cc2ccccc2)CC1)c1ccc(-c2ccccc2)s1 | 0.1 | -22 | -11 | 0.5
Cc1ccc(NC(=O)c2cnc(SCc3ccccn3)n(C)c2=O)cc1C | -0.1 | -7 | -6 | -0.3
Cc1cc(-c2ccc(NC(=O)c3ccc(S(=O)(=O)N(C)C)cc3)c(C)c2)ccc1NC(=O)c1ccc(S(=O)(=O)N(C)C)cc1 | 0.2 | 4 | 1 | 1.0
CCN(c1cccc(C)c1)C(C(=O)Nc1ccc(C(C)C)cc1)c1ccccc1 (stereo not given) | 0.0 | -1 | -3 | 0.2
Cc1ccccc1NC(=O)c1c(NC(=O)C(C)(C)C)sc2c1CCCCC2 | 0.1 | 9 | 4 | -0.1
CC(Nc1ccc(N2CCNCC2)cc1[N+](=O)[O-])C12CC3CC(CC(C3)C1)C2 (stereo not given) | -0.2 | -3 | 1 | -0.2
Cc1cc(N2CCCCC2)nc2ccc(NC(=O)/C=C/c3cccs3)cc12 | -0.2 | 2 | 2 | 3.8
CC(=O)NCCNC(=O)c1ccc(Cn2c(=S)[nH]c3cc4c(cc3c2=O)OCO4)cc1 | 0.1 | -3 | 16 | -0.4
COc1cc(C(=O)NNC(=O)CCc2c[nH]c3ccccc23)ccc1OC(C)C | 0.0 | 0 | 14 | -1.3
Cc1cc(C)nc(N/N=C/c2ccccc2Br)n1 | -0.3 | -20 | -14 | -3.1
COc1ccc(C)cc1NC(=O)CSc1nnc(-c2cc3cccc(OC)c3o2)n1N | 0.0 | 6 | -2 | 1.2
CC(=O)N1N=C(c2ccccc2)Cn2c1nc1c2c(=O)n(C)c(=O)n1C | -0.2 | 5 | -3 | -1.2
COc1ccc(/C=N/NC(=O)CCC(=O)Nc2ccc(Cl)cc2C)cc1OC | 0.2 | -1 | -3 | -1.4
Cc1cc(Cl)c(OCCN2CCOCC2)c(Br)c1 | 0.1 | 5 | 33 | 1.7
Cc1ccc2nc(Nc3nc(O)cc(=O)[nH]3)nc(C)c2c1 | 0.0 | 4 | 0 | -1.3
CC(C)(C)NC(=O)C(=O)NN=C1CCCCCC1 | -0.1 | -16 | -9 | 3.7
CCOc1ccc(S(=O)(=O)NCCSCc2ccc(C)cc2)cc1 | 1.2 | -4 | -2 | 1.1
O=C(CCCCCn1c(=O)[nH]c2ccccc2c1=O)N1CCc2ccccc2C1 | -0.3 | -5 | -10 | -0.8
C=CCn1c(C)cc(C(=O)/C(C#N)=C/c2cc(OC)c(OC)cc2[N+](=O)[O-])c1C | -0.1 | -4 | -2 | -0.1
O=C1c2cccc3c(N4CCOCC4)ccc(c23)C(=O)N1Nc1ccc([N+](=O)[O-])cc1 | 0.0 | 14 | 1 | -0.5
O=C(Nc1ccccc1)c1cc2c(ccc3ccccc32)oc1=O | -0.1 | -3 | -11 | 1.0
CC(Sc1nnc(-c2cccs2)n1-c1ccccc1)C(=O)NC(N)=O (stereo not given) | 0.1 | 1 | 6 | -0.2
O=C(C1CCC(CNc2c(N3CCCC3)c(=O)c2=O)CC1)N1CC=C(c2ccccc2)CC1 (stereo not given) | 0.5 | 8 | 6 | -0.9
COc1ccc2nc(N=C(N)N)nc(C)c2c1 | 0.1 | -1 | 13 | 0.0
CCOC(=O)c1c(NC(=O)CSc2nnc(CNC(=O)COc3ccccc3)n2-c2ccc([N+](=O)[O-])cc2)sc2c1CCCCC2 | 0.2 | -39 | 3 | 0.1
CN(CC(=O)Nc1ccccc1Cl)S(=O)(=O)c1ccc2ccccc2c1 | -0.1 | 5 | -6 | 2.3
CS(=O)(=O)Nc1ccc(C(=O)NC2CC2)cc1 | 0.3 | -8 | -5 | 0.2
CC[C@H](Cn1nnn(-c2ccccc2)c1=O)NC(=O)c1cccs1 | 0.0 | 7 | 19 | 0.6
Cc1cc(Cl)ccc1OCC(=O)NC1CCN(C)CC1 | 0.0 | 4 | 8 | 0.0
COc1cc(/C=C2\SC(N)=NC2=O)ccc1OCc1ccccc1 | 0.6 | -11 | 15 | 0.1
C1=C(c2ccccc2)CC(c2ccccc2)=NN=C1c1ccccc1 | 0.0 | 4 | -7 | 0.8
CCOC(=O)c1c(NC(=O)N(C(C)C)C2CCN(C(C)=O)CC2)sc2c1CCCC2 | 0.0 | 3 | 8 | 2.3
O=C1CC(C(=O)N2CCN(c3ccc(F)cc3)CC2)c2ccccc21 (stereo not given) | 0.2 | 5 | 4 | -1.1
Cc1ccc(OCC(=O)N2CCN(c3cccc(C(F)(F)F)c3)CC2)c(C)c1 | -0.1 | 12 | -1 | 1.8
O=C(Nc1cc(Cl)ccc1Oc1ccc(Cl)c2ccccc12)c1cc(Cl)cc(Br)c1O | 0.0 | 13 | 10 | 0.2
CCOC(=O)C1=C(CN2CCC(c3ccc(C)cc3)C2)NC(=O)NC1c1ccc(OC)cc1 (stereo not given) | 0.0 | -5 | 2 | 1.2
O=C(COc1ccc(Cl)cc1)N/N=C/C(Br)=C/c1ccccc1 | 0.0 | 5 | 2 | 0.7
Cc1ccc(NC(=O)c2c(NC(=O)c3ccc(Br)cc3)sc3c2CCCC3)cc1 | -0.2 | -4 | -7 | -0.6
CC(=O)Oc1ccc2oc(=O)c3c(c2c1)CCCN3C(=O)CN1CCOCC1 | -0.1 | 9 | 10 | -0.1
CC1=C(C(=O)OC(C)C)C(c2ccc(Br)s2)NC(=O)N1C (stereo not given) | -0.1 | 1 | -4 | 0.6
C=CCOCC(O)Cn1c(N2CCCCCC2)nc2c1c(=O)[nH]c(=O)n2C (stereo not given) | -0.1 | 14 | -12 | -1.9
COc1ccc(-c2cnn3c(NCc4ccccn4)ccnc23)cc1OC | 0.1 | -16 | 17 | 0.9
CC(C)c1ccc(NC(=S)Nc2cccnc2)cc1 | -0.2 | -13 | -6 | 0.4
COc1cc(/C=C(/C#N)C(=O)Nc2cc(C)ccc2C)ccc1O | 0.9 | 0 | 12 | 1.6
CCC1Oc2ccc(C)cc2N(CC(=O)NCc2ccccc2F)C1=O (stereo not given) | 0.2 | 8 | 14 | -1.3

(further entries)
SMILES | FBW7 activator | TEAD-YAP block | MITF primary | GPR151 ag
CC1CCCCC1NC(=O)C1CCN(c2nnc(N3CCCC3=O)s2)CC1 (stereo not given) | 0.0 | 0 | 18 | -0.3
COc1ccc(C2c3c(oc4ccccc4c3=O)C(=O)N2CCN(C)C)cc1 (stereo not given) | 0.2 | -15 | 18 | -1.2
Cc1ccc(O)cc1 | 0.1 | -2 | 31 | -1.0
COc1cc(/C=C2\SC(=O)N(CC(=O)Nc3ccccc3F)C2=O)cc(Cl)c1O | 0.1 | -1 | 10 | -1.2
COc1ccc(CCN2C(=S)NC3c4cc(Cl)ccc4OC2(C)C3C(=O)Nc2ccc(C)cc2C)cc1OC (stereo not given) | -0.2 | 2 | 5 | -1.3

Some of these compounds in order of heavy-atom count, largest number first.
SMILES | FBW7 activator | TEAD-YAP block | MITF primary | GPR151 ag
O=C(Nc1cccc(Cl)c1)c1cc2nc(-c3ccc4c(c3)OCO4)cc(C(F)(F)F)n2n1 | 0.1 | 9 | 3 | -0.2
COc1ccc(C2c3c(oc4ccccc4c3=O)C(=O)N2CCN(C)C)cc1 (stereo not given) | 0.2 | -15 | 18 | -1.2
O=C1CSC(c2cc3c(cc2[N+](=O)[O-])OCO3)N1C1CCCCC1 (stereo not given) | -0.3 | 8 | -7 | 0.6

Bioassay records (PubChem)
